Bioassay records as filed in PubChem BioAssay.
EWS-Fli block: EWS/Fli transcriptional activity inhibition; A673 NR0B1-luciferase reporter, viability-normalised; inhibition, % at 12.6 µM; actives 0.67% (n = 350,000); AID 651661;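 active = mean inhibition of at least 50% after viability correction, with every replicate also passing that limit; inconclusive = mean reaches 50% but only one of two replicates passes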;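 also: firefly luciferase signal divided by Alamar Blue viability fluorescence both relative to DMSO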
ERAP1 inh: inhibitors of human ERAP1 aminopeptidase; Q9NZ08; recombinant ERAP1, Leu-AMC fluorescence, 60 min; inhibition, % at 10.7 µM; actives 0.15% (n = 340,000); AID 652197;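 active = mean replicate inhibition of at least 30%, or all replicates individually reaching that 30% level; inactive = mean below 30% and not every replicate reaching it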;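 also: 0% = neutral control wells and 100% = L-leucinethiol positive control wells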
Target sequence (Q9NZ08 whole entry, looked up): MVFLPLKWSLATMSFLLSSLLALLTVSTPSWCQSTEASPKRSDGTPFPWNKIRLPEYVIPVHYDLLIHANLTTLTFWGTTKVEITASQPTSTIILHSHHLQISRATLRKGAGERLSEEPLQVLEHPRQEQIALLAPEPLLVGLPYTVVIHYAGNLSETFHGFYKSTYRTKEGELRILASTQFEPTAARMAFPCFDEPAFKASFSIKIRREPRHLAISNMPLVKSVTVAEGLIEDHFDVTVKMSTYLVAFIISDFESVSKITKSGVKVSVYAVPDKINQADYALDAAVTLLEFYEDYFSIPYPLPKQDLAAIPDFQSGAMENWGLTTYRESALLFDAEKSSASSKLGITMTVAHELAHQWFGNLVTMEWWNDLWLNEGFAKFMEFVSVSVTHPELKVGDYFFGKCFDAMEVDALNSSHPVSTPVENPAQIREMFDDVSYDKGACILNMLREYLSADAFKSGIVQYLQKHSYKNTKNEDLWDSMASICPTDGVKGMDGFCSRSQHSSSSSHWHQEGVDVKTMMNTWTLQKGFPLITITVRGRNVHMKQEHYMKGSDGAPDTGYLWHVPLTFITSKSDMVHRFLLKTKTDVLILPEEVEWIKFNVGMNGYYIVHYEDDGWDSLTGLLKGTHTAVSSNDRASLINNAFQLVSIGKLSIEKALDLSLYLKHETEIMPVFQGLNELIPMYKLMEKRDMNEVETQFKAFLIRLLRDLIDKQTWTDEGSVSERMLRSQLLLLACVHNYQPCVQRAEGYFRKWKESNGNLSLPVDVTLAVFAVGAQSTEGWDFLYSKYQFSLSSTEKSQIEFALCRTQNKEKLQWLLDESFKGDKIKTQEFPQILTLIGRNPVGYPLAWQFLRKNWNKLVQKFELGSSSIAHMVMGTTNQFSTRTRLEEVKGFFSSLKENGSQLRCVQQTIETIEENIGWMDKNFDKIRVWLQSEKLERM
PAX8 inh HTS: PAX8 transcriptional activity inhibition; RMG-I TPO-luciferase reporter, SteadyGlo, 24 h; inhibition, % at 12.6 µM; actives 1.2% (n = 360,000);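 active = mean replicate inhibition at least 60% with every replicate also reaching 60%; inconclusive = only one of the two criteria is met; inactive = mean below 60% and not all replicates reaching 60%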;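 also: luciferase light reporting Pax8 driven TPO promoter activity; plate controls were median of neutral control wells for no effect and mitoxantrone controls for full effect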
LGR2 inh: Drosophila LGR2 receptor signaling inhibition. HEK293 LGR2, CRE-luciferase, bursicon-stimulated, 4 h. inhibition, % at 9.99 µM. actives 0.35% (n = 380,000);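 active = drop in luminescence signal, shown as inhibition above about 50% in the replicate tests, limit read from the data, passing the limit was not always enough; inconclusive = probably only some replicates passing the limit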;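 also: agonist challenge used bursicon conditioned medium at about half maximal strength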
PglD inh: blocks C. jejuni PglD acetyltransferase activity. purified PglD enzyme, DTNB colorimetric CoA detection. inhibition, % at 12.5 µM. actives 0.098% (n = 360,000); in the data active = inhibition above about 16%, passing the limit was not always enough; inconclusive = no clear call, values can overlap the other calls; also: strong numbers were not always called active
FN deposition inh: fibronectin deposition inhibition. AID 743247. actives 0.086% (n = 350,000). AH1F fibroblasts, Alexa488-fibronectin deposition fluorescence, overnight. inhibition, % at 12.6 µM;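 active = mean inhibition across replicates of 30% or more, regardless of how many single replicates reach that level; inconclusive = mean under 30% yet at least half of replicates reach 30%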;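 also: positive control wells lacked labelled fibronectin entirely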
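Schedule: 1 h cell adhesion before compound, then overnight fibronectin incubation; test system: AH1F fibroblast monolayer depositing Alexa488-labelled fibronectin into matrix; quantity: 10000 AH1F cells per well; probe or stimulus: fluorescent fibronectin at 24 nM final; signal: fluorescence, ex 485 nm, em 525 nm; evaluation: percent inhibition as loss of matrix-bound fibronectin fluorescence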
PGC1a acetyl inh: modulators of PGC1a acetylation; U2OS PGC1a acetylation, AlphaScreen anti-acetyl-lysine; with virally co-expressed GCN5 acetyltransferase; inhibition, % at 15.6 µM; actives 0.17% (n = 350,000); AID 651687;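 active = every replicate shows inhibition of at least 40%; inconclusive = mean inhibition at least 40% but some replicate below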;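 also: 0% = neutral control wells and 100% = positive control wells; some results beyond the cut were filed as inactive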
S100A4 MyoIIA: blocks human S100A4 binding to myosin IIA peptide; P26447; S100A4/TAMRA-MyoIIA peptide fluorescence polarization; inhibition, % at 10.7 µM; actives 0.14% (n = 360,000); AID 652163;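 active = mean inhibition of at least 70% across replicates, with every replicate also reaching that level; inconclusive = mean inhibition reaches 70% but some replicates fall short; inactive = mean inhibition below 70%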
Target sequence (P26447 whole entry, looked up): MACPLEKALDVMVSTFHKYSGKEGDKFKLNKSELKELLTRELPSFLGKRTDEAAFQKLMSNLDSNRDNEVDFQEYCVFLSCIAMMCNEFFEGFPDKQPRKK
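Material: S100A4 monomer protein | Medium: HEPES pH 7.2 with CaCl2, KCl, NaCl, DTT, Triton | Reagent: Labelled myosin peptide probe, 5 nM | Doses: One dose per compound | Times: 5 min incubation before reading | Benchmarks: Neutral control DMSO, positive control TFP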
The depositor's hits bear a star.

Screening O=c1[nH]c(=S)[nH]c2c1C(c1ccccc1)OC(C1CCCCC1)C2 (stereo not given) returned EWS-Fli block 18, PAX8 inh HTS -12, LGR2 inh 12, FN deposition inh -9 and S100A4 MyoIIA 7.
`CN(Cc1ccccc1)C(=O)c1cc(-c2ccc(Br)cc2)on1` gave EWS-Fli block -53, ERAP1 inh 0, LGR2 inh -72, PglD inh 2, PGC1a acetyl inh 0 and S100A4 MyoIIA -11.
Screening c1ccc(COc2cccc(-c3cc4nc(NCc5ccc6c(c5)OCO6)ccn4n3)c2)cc1 returned EWS-Fli block -10, ERAP1 inh -2, PAX8 inh HTS -6, LGR2 inh -27, PglD inh 2, FN deposition inh 0 and S100A4 MyoIIA 1.
Screening COc1ccc(S(=O)(=O)Nc2ccc3c(c2)C(=O)N([C@H](C)CO)C[C@H](C)[C@H](CN(C)S(=O)(=O)c2ccc(OC)cc2)OCCCC[C@@H](C)O3)cc1 returned EWS-Fli block 1, PAX8 inh HTS -27, LGR2 inh -1, PglD inh 1, FN deposition inh 0 and PGC1a acetyl inh 8.
For N/C(Cc1cccc2ccccc12)=N\O the results were EWS-Fli block -4, ERAP1 inh -3, PAX8 inh HTS -16, LGR2 inh 7, FN deposition inh 3 and S100A4 MyoIIA 5.
O=C(Nc1ccc(Cl)c(Cl)c1)N[C@@H]1CC[C@H](CCn2cc(C3CC3)nn2)O[C@H]1CO was read as EWS-Fli block 4, ERAP1 inh -1, PAX8 inh HTS 14, LGR2 inh -3, PglD inh -4, FN deposition inh 7, PGC1a acetyl inh inconclusive and S100A4 MyoIIA 51.
CCCCCCCCCCOC(=O)Cn1c(COc2cccc(C)c2)[n+](C)c2ccccc21 was read as EWS-Fli block 15, ERAP1 inh 30*, PAX8 inh HTS 36, LGR2 inh 9, PglD inh -8, FN deposition inh -6 and S100A4 MyoIIA 1.
`O=C(COc1ccccc1Br)c1ccc(O)cc1O` gave EWS-Fli block -22, ERAP1 inh 3, LGR2 inh -41, PglD inh 2 and S100A4 MyoIIA -4.
For COC(=O)c1ccc(NC(=O)C2CCCN2S(=O)(=O)c2ccc(C)cc2)cc1 (stereo not given) the results were EWS-Fli block -3, PAX8 inh HTS 0, LGR2 inh -3, PglD inh -5, FN deposition inh -25, PGC1a acetyl inh -15 and S100A4 MyoIIA -7.
Screening CC(=O)n1cc([C@@H]2C=C(C(=O)N3CCN(Cc4ccccc4)CC3)O[C@H](OCCCCO)C2)c2ccccc21 returned EWS-Fli block 2, ERAP1 inh -1, PAX8 inh HTS 5, PglD inh -1, PGC1a acetyl inh -4 and S100A4 MyoIIA -3.
`O=C(CSc1n[nH]c(=O)n1C1CC1)c1ccc(F)cc1` gave EWS-Fli block -12, ERAP1 inh 3, PAX8 inh HTS -22, LGR2 inh -16, PglD inh 3, FN deposition inh -1, PGC1a acetyl inh -4 and S100A4 MyoIIA 0.
Screening CN1C(=O)c2cc(NC(=O)C3CCOCC3)ccc2OC[C@@H]2O[C@H](CC(=O)NCC3CC3)CC[C@H]21 returned EWS-Fli block -8, ERAP1 inh -2, PAX8 inh HTS -20, LGR2 inh -10, PglD inh 2, FN deposition inh -7, PGC1a acetyl inh 8 and S100A4 MyoIIA -55.
`O=C(COC(=O)c1cccs1)Nc1nnc(-c2ccccc2)o1` gave EWS-Fli block -6, ERAP1 inh -1, LGR2 inh 8, FN deposition inh 5 and S100A4 MyoIIA -1.
For CCC(C)c1ccc(NC(=O)c2cnn3c(C(F)F)cc(C)nc23)cc1 (stereo not given) the results were EWS-Fli block 14, ERAP1 inh -1, PAX8 inh HTS -3, LGR2 inh -7, PglD inh -6, FN deposition inh -15, PGC1a acetyl inh 9 and S100A4 MyoIIA 6.
Screening O=C(CN1C(=O)NC2(CCCC2)C1=O)OCc1cccc(Br)c1 returned EWS-Fli block -2, ERAP1 inh -1, PAX8 inh HTS 7, LGR2 inh 17, PglD inh -1, PGC1a acetyl inh -1 and S100A4 MyoIIA 2.
Screening COC(=O)CC1C(=O)NCCN1C(=S)Nc1cccc(C(F)(F)F)c1 (stereo not given) returned EWS-Fli block 4, ERAP1 inh -3, PAX8 inh HTS 4, LGR2 inh 22, PglD inh 2, FN deposition inh -5 and S100A4 MyoIIA 3.
For C[C@@H]1CN([C@H](C)CO)C(=O)c2cc(NS(C)(=O)=O)ccc2O[C@@H](C)CCCCO[C@@H]1CN(C)S(=O)(=O)c1cccs1 the results were EWS-Fli block 0, ERAP1 inh -4, PAX8 inh HTS 14, LGR2 inh -3, PglD inh 4, PGC1a acetyl inh -1 and S100A4 MyoIIA -3.
`COC(=O)c1sc(NC(=O)c2c(OC)cccc2OC)c(C#N)c1C` gave EWS-Fli block 1, ERAP1 inh 1, PAX8 inh HTS -10, LGR2 inh 10, PglD inh 7, FN deposition inh 1 and S100A4 MyoIIA -2.
For CO[C@@H]1CN(C)C(=O)c2ccc(NC(=O)CC(F)(F)F)cc2OC[C@H](C)N(C(C)=O)C[C@H]1C the results were EWS-Fli block -1, ERAP1 inh -1, LGR2 inh 4, FN deposition inh -7, PGC1a acetyl inh 0 and S100A4 MyoIIA -27.
For C[C@@H]1CN([C@H](C)CO)S(=O)(=O)c2ccc(C3=CCCC3)cc2O[C@@H]1CN(C)C(=O)CN(C)C the results were EWS-Fli block -3, ERAP1 inh 10, LGR2 inh 3, PglD inh 2, PGC1a acetyl inh -1 and S100A4 MyoIIA -5.
Screening O=C(C1CCC1)N1CCCCN2[C@H](CO)[C@@H](c3ccc(C#CC4CCCC4)cc3)[C@@H]2C1 returned EWS-Fli block -4, ERAP1 inh -2, PAX8 inh HTS 28, PglD inh 2, PGC1a acetyl inh 10 and S100A4 MyoIIA 9.
Screening C=C1CCN([C@@H](C)C(=O)NCCCCCC)S(=O)(=O)c2ccccc21 returned EWS-Fli block -7, ERAP1 inh -1, PAX8 inh HTS -18, LGR2 inh 0, PglD inh -3, FN deposition inh -3, PGC1a acetyl inh -1 and S100A4 MyoIIA 3.
For C[C@H]1CN([C@@H](C)CO)C(=O)c2cc(NC(=O)Nc3ccc4c(c3)OCO4)ccc2O[C@H]1CN(C)Cc1ccccc1 the results were EWS-Fli block 7, ERAP1 inh -3, PAX8 inh HTS 4, LGR2 inh -4, PglD inh -9, PGC1a acetyl inh -5 and S100A4 MyoIIA 6.
For CC1=C(C(=O)N2CCOCC2)CC(CC(=O)NC(c2ccccc2)c2ccccc2)C(=O)N1CCC1=CCCCC1 (stereo not given) the results were EWS-Fli block 2, ERAP1 inh 1, PAX8 inh HTS 16, PglD inh 1, FN deposition inh -7, PGC1a acetyl inh -3 and S100A4 MyoIIA -3.
For COc1ccc(/C=C2\N=C(c3ccccc3)NNC2=O)cc1 the results were EWS-Fli block 10, ERAP1 inh 2, PAX8 inh HTS 5, PglD inh 8, FN deposition inh 2, PGC1a acetyl inh -4 and S100A4 MyoIIA -1.
Screening O=C(CSc1nnc(CNC(=O)c2ccccc2)o1)NCCc1ccccc1 returned ERAP1 inh 5, PAX8 inh HTS -2, LGR2 inh -2, PglD inh 1, FN deposition inh -2 and S100A4 MyoIIA 10.
`Cc1nnc(N2CCOCC2)c2nn(-c3ccccc3)c(C)c12` gave EWS-Fli block 12, ERAP1 inh 3, PAX8 inh HTS 8, LGR2 inh 0, FN deposition inh -2 and S100A4 MyoIIA 6.
For Cc1cc2oc(=O)cc(-c3ccccc3)c2c(C)c1-c1ccc(O)cc1 the results were EWS-Fli block 14, PAX8 inh HTS -1, LGR2 inh -43, PglD inh 6, PGC1a acetyl inh 7 and S100A4 MyoIIA -3.
CC(C)(C)N(Cc1ccccc1)C(=O)COC(=O)CCN1C(=O)C2CC=CCC2C1=O (stereo not given) was read as EWS-Fli block 11, ERAP1 inh 5, PAX8 inh HTS 10, LGR2 inh 4, PglD inh 1, FN deposition inh -5 and S100A4 MyoIIA -10.
CN(C)S(=O)(=O)c1ccc(NC(=O)Cc2ccc(S(=O)(=O)N3CCOCC3)s2)cc1 was read as EWS-Fli block 10, ERAP1 inh 13, PAX8 inh HTS 21, LGR2 inh -6, PGC1a acetyl inh -7 and S100A4 MyoIIA 15.
C[C@H]1CN([C@@H](C)CO)C(=O)Cc2cc(NS(=O)(=O)c3ccc(Cl)cc3)ccc2O[C@H]1CN(C)Cc1ccc(-c2ccccc2)cc1 was read as EWS-Fli block 2, PAX8 inh HTS -7, LGR2 inh -21 and PGC1a acetyl inh -51.
Cc1ccccc1C(=O)N1CCC(C(=O)N(CC(C)C)c2c(N)n(Cc3ccccc3)c(=O)[nH]c2=O)CC1 was read as EWS-Fli block 0, ERAP1 inh -2, PAX8 inh HTS 0, LGR2 inh 2, PglD inh -3, FN deposition inh -6 and S100A4 MyoIIA -3.
O=C(COC(=O)c1ccc(O)cc1O)Nc1ccc(Cl)cn1 was read as EWS-Fli block 6, ERAP1 inh -1, PAX8 inh HTS -7, LGR2 inh 0, PglD inh 10, FN deposition inh -3, PGC1a acetyl inh 1 and S100A4 MyoIIA 6.
Screening Cc1noc(C)c1NC(=O)Nc1ccc2c(c1)C(=O)N([C@H](C)CO)C[C@H](C)[C@@H](CN(C)C(=O)Nc1cccc3ccccc13)OCCCC[C@H](C)O2 returned EWS-Fli block -6, PAX8 inh HTS -7, LGR2 inh -2, PglD inh 1, FN deposition inh 1 and PGC1a acetyl inh -7.
`CCCSCCCNC(=O)c1ccc(NC(=O)C2=CSCCO2)cc1` gave ERAP1 inh -3, PAX8 inh HTS -8, LGR2 inh -28, PglD inh -2, FN deposition inh 1, PGC1a acetyl inh -3 and S100A4 MyoIIA -3.
`Cc1ccc(OCC(=O)NCCO)cc1C` gave EWS-Fli block 3, ERAP1 inh -3, LGR2 inh -16, PglD inh -2, PGC1a acetyl inh -4 and S100A4 MyoIIA 1.
Screening Cc1cccc(NC(=O)COC(=O)c2ccc3c(c2)OCO3)c1C returned EWS-Fli block 0, ERAP1 inh -7, PAX8 inh HTS -10, LGR2 inh 7, PglD inh -9, FN deposition inh 3 and S100A4 MyoIIA -3.
O=C(NC1CCCC1)[C@H]1[C@H](CO)[C@H]2Cn3c(ccc(-c4cccnc4)c3=O)[C@@H]1N2CC1CC1 was read as EWS-Fli block -2, ERAP1 inh 0, PAX8 inh HTS -7, LGR2 inh -20, PglD inh 1 and S100A4 MyoIIA -1.
CC1(C)Oc2ccc3ccc(=O)oc3c2/C(=C/O)C1=O was read as EWS-Fli block 21, ERAP1 inh -2, PAX8 inh HTS 19, LGR2 inh 9, PglD inh -1, FN deposition inh -9, PGC1a acetyl inh 25 and S100A4 MyoIIA 3.

Sorted by length of the SMILES (highest first): part of the list above.
Screening Cc1noc(C)c1NC(=O)Nc1ccc2c(c1)C(=O)N([C@H](C)CO)C[C@H](C)[C@@H](CN(C)C(=O)Nc1cccc3ccccc13)OCCCC[C@H](C)O2 returned EWS-Fli block -6, PAX8 inh HTS -7, LGR2 inh -2, PglD inh 1, FN deposition inh 1 and PGC1a acetyl inh -7.
O=C(NC1CCCC1)[C@H]1[C@H](CO)[C@H]2Cn3c(ccc(-c4cccnc4)c3=O)[C@@H]1N2CC1CC1 was read as EWS-Fli block -2, ERAP1 inh 0, PAX8 inh HTS -7, LGR2 inh -20, PglD inh 1 and S100A4 MyoIIA -1.
`Cc1ccc(OCC(=O)NCCO)cc1C` gave EWS-Fli block 3, ERAP1 inh -3, LGR2 inh -16, PglD inh -2, PGC1a acetyl inh -4 and S100A4 MyoIIA 1.
